# High-throughput results as filed in PubChem BioAssay.
# C-LANA FP: inhibitors of KSHV C-LANA binding to DNA, primary screen, biochemical, fluorescence polarization, FAM-LBS DNA, MBP-C-LANA, single point. inhibition, % at 9 µM. Kaposi's sarcoma herpesvirus LANA C-terminal domain (residues 932-1162) DNA binding. hit rate 0.078% among 340,000;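 active = highest replicate inhibition at or above 60% at 9 µM, even if other replicates fall short; inactive = all replicates below 60% inhibition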;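 also: 0% = neutral control wells and 100% = 4 µM acridine orange control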
# Keap1 Nrf2 FP: Keap1-Nrf2 protein-protein interaction inhibitors, primary screen, biochemical, fluorescence polarization, single point; inhibition, % at 9.4 µM; hit rate 0.15% among 340,000; Keap1 Kelch-Nrf2 peptide fluorescence polarization, 1536-well; in the data active = inhibition above about 12%;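 also: human Keap1 Kelch domain with fluorescein labeled Nrf2 9mer peptide probe; 0% = neutral control wells and 100% = peptide positive control; higher means more block of Keap1 binding to Nrf2 peptide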
# PvdQ acylase: P. aeruginosa PvdQ acylase inhibitors, primary screen, biochemical, fluorescence, plate reader and imaging, single point. purified PvdQ acylase. PvdQ acylase [Pseudomonas aeruginosa LESB58]. AID 488965, 2010. hit rate 0.063% among 340,000. inhibition, % at 10 µM; in the data active = inhibition above about 30%, passing the limit was not always enough;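 also: 0% = vehicle neutral wells and 100% = reference inhibitor wells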
# Arr AP2 block: inhibitors of beta-arrestin/AP2 binding, primary screen, biochemical, GPCR trafficking, flow cytometry | inhibition, % at 10 µM | beta-arrestin 1 C-terminal peptide binding to AP2 beta2-adaptin appendage (human) | FITC-arrestin peptide / GST-AP2 beads; AP2 beta2 appendage carries R879A mutation | hit rate 0.31% among 340,000 | AID 504490, 2011;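 active = inhibition above a set limit, near 3 SD of compounds lacking own fluorescence, cut at about 54% in these data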;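 also: plate controls were DMSO wells for no effect and 5 µM unlabelled arrestin peptide for full effect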
#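 test system = AP2 appendage R879A on GSH beads | buffer or medium = PBS plus Tween 20 (0.05%) and BSA (0.1%) | incubation = 12 min plus 1 h, RT | detection = bead flow cytometry, FITC channel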
# SR-BI uptake up: activators of SR-BI mediated DiI-HDL uptake, primary screen, ldlA[mSR-BI] CHO cells, DiI fluorescence | 3 h; 100 = double the neutral-control signal | activation, % at 12.5 µM | hit rate 0.096% among 320,000;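 active = mean replicate activation of at least 60% and every replicate at or above 60%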;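 also: 0% = median plate neutral-control signal and 100% = twice that signal; values of inactives mirror those of a sister screen read the other way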
#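 Material: SR-BI-overexpressing, LDLR-lacking CHO cells; schedule: compound exposure 3 h, 37 °C; reagent: DiI-labelled HDL at 10 µg/mL final; technique: bottom-read fluorescence, 550/595 nm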
# SR-BI DiI inh: inhibitors of SR-BI mediated HDL lipid uptake, primary screen, ldlA[mSR-BI] cells, fluorescence, single point | Scavenger receptor class B member 1 (Mus musculus), Q61009 | ldlA[mSR-BI] CHO cells, DiI-HDL uptake fluorescence, 3 h | inhibition, % at 12.5 µM | hit rate 0.96% among 320,000 | AID 488896, 2010;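 active = mean replicate inhibition of at least 70% and a set share of replicates each scoring 70 or more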;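 also: 0% = median of neutral control wells and 100% = median of positive control wells; values of inactives mirror those of a sister screen read the other way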
# DAGLB inh: DAGLB lipase inhibitors, primary screen, biochemical, fluorescence, HTS | Diacylglycerol lipase-beta (Homo sapiens), Q8NCG7 | HEK293T DAGLB membrane lysate, EnzChek fluorogenic substrate | inhibition, % at 5.17 µM | hit rate 0.059% among 340,000 | AID 504411, 2011; in the data active = inhibition above about 34%;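 also: 0% = enzyme with vehicle and 100% = wells lacking enzyme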
# Target sequence (Q8NCG7 whole entry, looked up): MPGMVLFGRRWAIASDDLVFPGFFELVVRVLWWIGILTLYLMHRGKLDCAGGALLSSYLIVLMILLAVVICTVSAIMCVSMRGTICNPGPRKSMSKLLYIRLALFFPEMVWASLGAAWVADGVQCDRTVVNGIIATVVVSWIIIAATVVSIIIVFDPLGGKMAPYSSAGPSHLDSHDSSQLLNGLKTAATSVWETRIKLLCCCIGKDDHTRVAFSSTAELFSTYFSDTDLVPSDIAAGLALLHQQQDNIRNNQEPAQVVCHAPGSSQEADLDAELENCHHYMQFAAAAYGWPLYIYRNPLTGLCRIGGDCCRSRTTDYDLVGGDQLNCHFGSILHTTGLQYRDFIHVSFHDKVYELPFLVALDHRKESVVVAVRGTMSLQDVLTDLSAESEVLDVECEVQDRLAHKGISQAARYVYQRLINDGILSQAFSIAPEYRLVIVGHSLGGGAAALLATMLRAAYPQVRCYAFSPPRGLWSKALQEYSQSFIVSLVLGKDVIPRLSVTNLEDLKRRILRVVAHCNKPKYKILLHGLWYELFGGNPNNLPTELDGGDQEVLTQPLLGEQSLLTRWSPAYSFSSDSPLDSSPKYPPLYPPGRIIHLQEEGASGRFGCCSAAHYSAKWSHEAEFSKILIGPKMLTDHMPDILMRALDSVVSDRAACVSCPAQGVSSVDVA
# NSD2 HMT inh: NSD2 histone methyltransferase inhibitors, primary screen, biochemical, AlphaScreen, single concentration, set 2 | inhibition, % at 12.5 µM | NSD2 peptide methylation, 120 min | hit rate 0.54% among 310,000 | Histone-lysine N-methyltransferase NSD2 (Homo sapiens), O96028 | AID 743445, 2014; in the data active = inhibition above about 50%
# PKA-R2B act: activators of PKA-R2B holoenzyme, primary screen, biochemical, fluorescence polarization, Cy5-IP20, human; PKA-R2B holoenzyme dissociation; R2B truncated from residue 108, S112A mutant; 0% DMSO only, 100% 113 µM cGMP; activation, % at 11.4 µM; cAMP-dependent protein kinase catalytic subunit beta (Homo sapiens) + cAMP-dependent …; AID 504700, 2011; hit rate 0.079% among 340,000;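 active = activation above a cutoff set at the mean over all compounds plus 3 SD, cut at about 18% in these data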;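 also: higher means more holoenzyme dissociation and a rise in polarization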
# Target sequence (P31323 whole entry, looked up, other chains not shown, the tested form may be a part): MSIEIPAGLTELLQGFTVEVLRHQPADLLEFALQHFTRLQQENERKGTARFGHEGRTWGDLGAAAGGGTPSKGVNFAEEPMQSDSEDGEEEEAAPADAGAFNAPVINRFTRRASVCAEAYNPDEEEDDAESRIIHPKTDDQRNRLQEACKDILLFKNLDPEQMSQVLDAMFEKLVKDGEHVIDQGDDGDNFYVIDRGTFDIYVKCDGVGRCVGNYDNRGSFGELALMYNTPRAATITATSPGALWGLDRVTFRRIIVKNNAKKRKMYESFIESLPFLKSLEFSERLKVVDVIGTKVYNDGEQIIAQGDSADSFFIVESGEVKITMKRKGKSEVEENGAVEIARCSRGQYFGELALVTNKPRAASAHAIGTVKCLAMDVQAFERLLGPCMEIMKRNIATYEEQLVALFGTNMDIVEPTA
# RTF Ca sens inh: cardiac RTF calcium sensitivity inhibitors, primary screen, biochemical, IANBD-TnC fluorescence, EC70 calcium. Troponin I, cardiac muscle (Homo sapiens) + Troponin T, cardiac muscle (Homo sapiens) + …. IANBD-labeled cardiac RTF, Ca2+ fluorescence. inhibition, % at 7.15 µM. hit rate 0.12% among 340,000. AID 493244, 2011;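 active = inhibition above the mean inhibition of all tested compounds plus 3 SD, cut at about 17% in these data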;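 also: assay run at fixed EC70 calcium of 1.6 mM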
# Active calls of the source: *; . = not tested or not shown; & = joins results of further samples. Outcome played no part in choosing rows; any-hit rate near 2.1%.
SMILES,C-LANA FP,Keap1 Nrf2 FP,PvdQ acylase,Arr AP2 block,SR-BI uptake up,SR-BI DiI inh,DAGLB inh,NSD2 HMT inh,PKA-R2B act,RTF Ca sens inh
COc1ccccc1CN1CC(C(=O)NCc2cccc(Cl)c2)CCC1=O (stereo not drawn),0.6,-4,0,13,-10,10,4,-4,-9,-7
Cc1ccc(O)c(NC(=O)COc2cc(C)ccc2C)c1,0.3,-1,-3,26,-15,15,1,-5,-4,3
COC1=NC(=C(c2ccccc2)c2ccccc2)OC1=O,-0.5,-5,-14,-1,7,-7,-3,2,5,0
COc1cc(C(=O)Nc2nc3ccc(C)cc3s2)ccc1OCc1c(C)noc1C,-2.4,-5,-13,8,-56,56,-3,3,7,0
COc1ccc(CN(C)CCc2ccccn2)cc1OC,0.5,-11,-5&-10,16,25&5,-25&-5,1,14,-1,-7
CCOC(=O)C1=C(N)Oc2c(oc(CO)cc2=O)C1c1ccc(F)c(F)c1 (stereo not drawn),-1.8,2,-10,-1,-3,23,-1,0,-13,-7
Cc1cc(=O)oc2c(C)c(OCC(=O)N3CCC(C(=O)O)CC3)ccc12,-1.4,-6,15,0,5,-5,0,.,-5,-2
COc1ccc(C2=NN(C(=O)c3cccs3)C(c3ccc(OC)cc3)C2)cc1 (stereo not drawn),-1.6,-4,-9,2,-5,5,-1,-1,-10,1
Cc1ccc(C(C(=O)NC2CCCC2)N(C(=O)CNC(=O)c2ccco2)c2ccccc2)o1 (stereo not drawn),1.5,-1,-11,0,.,.,1,1,0,-4
Cc1ccccc1Nc1nc(-c2cccnc2)nc2ccccc12,-1.2,-9,-8,-9,-47,47,-2,.,-10,-4
CCOC(=O)c1cnc(SC)nc1Oc1cccc(NS(=O)(=O)c2ccc(C)cc2)c1,0.2,2,0,2,-40,40,1,.,2,-12
CC(=O)c1ccc(N=Nc2c(C)[nH]n(-c3ccccc3)c2=O)cc1,-0.4,-7,17,35,-20,20,2,5,4,4
O=C(Cc1c(F)cccc1Cl)N1CCOCC1,2.6,0,4,11,27,-27,-1,-3,4,7
O=C(O)c1cccc(CSc2nnc(COc3ccccc3)o2)c1,1.7,-3,2,20,19,-19,-1,-1,-8,-1
Cn1c(C(=O)N2CCN(c3ccccn3)CC2)cc2ccccc21,-2.4,0,-2,-2,14,-14,-3,1,8,-5
COc1cc2c(cc1OC)C(C)N(C(=O)c1cc3c(s1)-c1c(C)cccc1OC3)CC2 (stereo not drawn),-2.2,-4,1,0,-11,11,-5,.,4,0
CN1C(=CC=C2C=C(I)C(=O)C(I)=C2)C(C)(C)c2ccccc21,1.5,-2,0,32,53,-53,7,9,6,-33
Cc1ccc(S(=O)(=O)N(C)CCCC(=O)NC(C)(C)C)cc1,0.1,4,-8,-11,22,-22,-3,-2,7,0
CCN1/C(=C2\C(=O)N(C)C(=S)N2c2ccccc2)C=Cc2ccccc21,0.1,3,5,-20,-12,12,3,13,-8,-1
Cc1ccc(S(=O)(=O)N(CC(=O)N2CCOCC2)C2CCCCC2)cc1,-1.6,-1,-12,5,.,.,0,-1,1,-4
COc1ccc(CNC(=O)c2oc3ccc(S(=O)(=O)N4CCOCC4)cc3c2C)cc1,1.0,-7,-8,21,.,.,0,-1,-1,-18
CCC(C)(C)NC(=O)Cn1c(-c2ccc(C)cc2)noc1=O,4.8,-5,-2,24,4,-4,1,.,-1,3
Cc1cc(=O)oc2cc(OCC(=O)OCC(=O)NCCc3ccccc3)ccc12,-0.7,0,-9,6,14,-14,-1,0&-12,0,3
CC(=O)c1cccc(NC(=S)NCCc2ccc(F)cc2)c1,-3.9,-7,-9,11,-69,69,0,-1,-1,0
CSC1=C(C#N)C(c2ccccc2)C(C(C)=O)=C(C)N1 (stereo not drawn),-0.1,-6,-11,2,17,-17,-1,1,4,-18

# Next results follow.
SMILES,C-LANA FP,Keap1 Nrf2 FP,PvdQ acylase,Arr AP2 block,SR-BI uptake up,SR-BI DiI inh,DAGLB inh,NSD2 HMT inh,PKA-R2B act,RTF Ca sens inh
COc1ccc(CNc2nn[nH]n2)cc1OC,-0.2,-5,-18,-1,2,-2,2,-3,0,1
COc1ccccc1NC(=O)CSc1ccc2nnc(-c3ccncc3)n2n1,0.7,-4,-16,-4,-16,16,-3,.,-12,-10
COc1ccc(C2c3c(-c4cc(Cl)c(C)cc4O)n[nH]c3C(=O)N2Cc2cccnc2)cc1OC (stereo not drawn),0.1,-4,-11,1,-7,7,3,3,-6,-1
C/C(=N/NC(=O)c1sc(NS(=O)(=O)c2ccccc2)nc1C)c1sc(N)nc1C,0.5,2,-13,-20,17,-17,5,-1,0,-3
O=S(=O)([O-])C/C(=C\c1ccc(Cl)cc1)c1cc[n+](CCO)cc1,-2.3,0,2,7,12,-12,-1,4,8,4
O=C(OC(c1ccccc1)c1nccc2ccccc12)c1ccccc1 (stereo not drawn),1.2,2,6,25,-2,2,-6,-5,4,-2
COc1ccc(CCNC(=O)CCCCCn2c(SCC(N)=O)nc3cc4c(cc3c2=O)OCO4)cc1OC,-0.7,-2,-7,10,-45,45,1,.,-5,-11
CCS(=O)(=O)N1CCN(C2CCC(c3ccccc3)CC2)CC1 (stereo not drawn),2.0,-4,-11,5,14,-14,-2,.,-13,1
CSc1nnc(C)c(=O)n1COC(=O)/C=C/c1ccccc1,1.8,0,15,30,-11,11,0,-1,-18,0
CC(C)CN(C(=O)C1CCCO1)C1CCS(=O)(=O)C1 (stereo not drawn),0.8,-2,-3,8,20,-20,0,27,6,0
O=C(NCCCN1CCOCC1)c1cccc(S(=O)(=O)Nc2ccc(F)cc2)c1,-0.8,-1,1,-2,13,-13,0,-6,3,-9
CCCNC(=O)COC(=O)c1cc(-c2ccc(OC)cc2)nc2ccccc12,0.2,3,-12,-9,-3,3,-5,-2,-5,13
N#Cc1ccc(S(=O)(=O)NC2CCCCNC2=O)cc1 (stereo not drawn),-1.0,5,10,1,17,-17,-3,0,11,-11
COCCn1c(=NC(=O)c2cc(Cl)sc2Cl)sc2cc(S(N)(=O)=O)ccc21,-1.1,-9,22,3,7,-7,-1,-2,-14,-22
COc1ccc(CCNC(=O)Cn2c(=O)n(CCCC(=O)NCc3ccco3)c(=O)c3sccc32)cc1OC,-0.2,-3,-12,6,.,.,-1,-4,-3,-6
Cc1cc(C)nc(NS(=O)(=O)c2ccc(N3C(=O)c4ccccc4C3=O)cc2)n1,4.7,-6,-15,6,44,-44,1,2,-9,-16
O=C(N/N=C/c1ccc[nH]1)c1ccc([N+](=O)[O-])cc1,-1.6,0,-9,-14,15,-15,-2,-3,3,6
c1ccc2c(c1)ncn2Cc1nnc2sc(-c3ccncc3)nn12,0.2,-7,-9,-8,7,-7,3,4,1,-8
CCOc1ccc(C(=O)NC2C(=O)N3C(C(=O)O)=C(COC(C)=O)CSC23)cc1OCC (stereo not drawn),-1.1,-12,-4,7,-7,7,3,.,1,-3
CCOc1ccc(S(=O)(=O)NC(C)C(=O)NC2CCCC2)cc1 (stereo not drawn),-0.2,2,5,38,3,-3,-1,-1,-1,2
Nc1nc(-c2cccnc2)nn1C(=O)c1ccc(F)cc1,1.0,-4,-4,5,-4,4,-3,-1,-7,-6
CCC1CCCCN1Cc1ccc(CNC(=O)CCc2nnc3ccc(N4CCCCC4)nn23)o1 (stereo not drawn),-0.8,-3,2,32,-12,12,0,2,10,7
CSc1nc(Oc2ccc(C)cc2)cc(C(F)(F)F)n1,0.1,0,-12,-1,-14,14,-5,0,-1,-7
O=C(NNC(=S)NCC1CCCO1)c1cccc(S(=O)(=O)N2CCOCC2)c1 (stereo not drawn),0.1,-3,-4,-5,13,-13,1,-1,-5,9
O=C(O)C1CC(=O)N(c2ccc(OCc3ccccc3Cl)cc2)C1 (stereo not drawn),-0.1,-4,-10,-7,-24,24,1,-5,6,-7

# A different layout for 3 compounds above:
canonical_smiles	C-LANA FP	Keap1 Nrf2 FP	PvdQ acylase	Arr AP2 block	SR-BI uptake up	SR-BI DiI inh	DAGLB inh	NSD2 HMT inh	PKA-R2B act	RTF Ca sens inh
Cc1cc(C)nc(NS(=O)(=O)c2ccc(N3C(=O)c4ccccc4C3=O)cc2)n1	4.7	-6	-15	6	44	-44	1	2	-9	-16
c1ccc2c(c1)ncn2Cc1nnc2sc(-c3ccncc3)nn12	0.2	-7	-9	-8	7	-7	3	4	1	-8
CC(C)CN(C(=O)C1CCCO1)C1CCS(=O)(=O)C1 (stereo not drawn)	0.8	-2	-3	8	20	-20	0	27	6	0

# Next results.
SMILES,C-LANA FP,Keap1 Nrf2 FP,PvdQ acylase,Arr AP2 block,SR-BI uptake up,SR-BI DiI inh,DAGLB inh,NSD2 HMT inh,PKA-R2B act,RTF Ca sens inh
O=C(O)CC/C(=C\c1ccc2c(c1)OCO2)c1nc2ccccc2s1,0.2,1,16,1,-2,2,-1,-2,-5,-4
CC(=O)N1CCSc2ccc(S(=O)(=O)N3CCC(C)CC3)cc21,-0.6,3,-2,20,14,-14,-1,-1,-5,-3
CC(=O)c1nc(N2C(=O)CC(Cc3ccccc3)C2=O)sc1C (stereo not drawn),-0.3,-6,-8,-12,17,-18,1,2,-7,2
O=C(NCCN1CCCCC1)c1ccc(F)cc1Cl,-0.1,-3,-17,-9,7,-7,-5,-1,0,-7
C=CCc1ccc(OCCCCN2CC(C)OC(C)C2)c(OC)c1 (stereo not drawn),-1.6,-1,-10,-5,-15,15,-1,0,5,-10
CC(C)CNC(=O)COc1ccc2c3c(c(=O)oc2c1)CCC3,0.1,2,-2,-8,4,-4,2,0,-9,-9
c1ccc(OCCOc2ncnc3ccccc23)cc1,-1.1,1,-11,5,2,-2,-1,-5,0,-4
O=C(CSc1ccc2nnc(-c3ccncc3)n2n1)Nc1nccs1,-0.3,2,-2,1,17,-17,2,0,-9,-27
Cc1ncc(CO)c2c1Oc1nc(-c3ccccc3)nc(SCC(=O)Nc3cccc(O)c3)c1C2,0.9,-5,-7,-10,14,-14,4,2,-8,-2
COc1ccc(C2=NNC(=O)CC2)cc1,-1.4,-2,15,7,11,-11,0,-1,1,-2
OCC1(Cc2ccccc2)CCN(Cc2cnc(-c3cccc4ccccc34)nc2)CC1,-1.1,-1,-13,-6,-24,24,-1,6,-3,-8
